TDP1 inh: TDP1 (human) enzyme inhibition. 350,000 tested, 0.28% active. Potency, µM (series often up to 130 µM), for the others: top-dose activity change, negative = inhibition, actives largely listed as inhibitors. AID 485290. Q9NUW8. recombinant TDP1, AlphaScreen DNA substrate cleavage; further: nearly all actives have a fitted effect of over 40% in size
Target sequence (Q9NUW8 whole entry, looked up): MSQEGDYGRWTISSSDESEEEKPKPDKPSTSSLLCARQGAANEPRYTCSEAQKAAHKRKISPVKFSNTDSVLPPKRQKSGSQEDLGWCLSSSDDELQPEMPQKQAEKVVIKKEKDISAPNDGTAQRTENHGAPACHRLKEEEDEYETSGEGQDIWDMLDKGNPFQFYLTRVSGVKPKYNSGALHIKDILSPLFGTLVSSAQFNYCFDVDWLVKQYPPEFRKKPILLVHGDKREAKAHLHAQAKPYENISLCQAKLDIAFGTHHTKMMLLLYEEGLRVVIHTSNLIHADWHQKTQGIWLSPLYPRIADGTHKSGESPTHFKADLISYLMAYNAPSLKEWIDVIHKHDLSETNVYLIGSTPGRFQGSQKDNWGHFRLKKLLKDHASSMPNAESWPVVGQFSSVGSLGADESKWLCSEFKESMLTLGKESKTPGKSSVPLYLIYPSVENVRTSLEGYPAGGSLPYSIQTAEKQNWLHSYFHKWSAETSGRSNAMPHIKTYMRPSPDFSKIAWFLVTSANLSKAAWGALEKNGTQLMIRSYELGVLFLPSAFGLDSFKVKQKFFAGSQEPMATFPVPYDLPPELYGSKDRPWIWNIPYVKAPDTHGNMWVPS
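Compounds were preincubated with Tdp1 (1 nM final) for 15 min at room temperature before substrate (15 nM final) started a 5 min reaction; beads (10 ug/ml final) were then added for 10 min before AlphaScreen detection.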
DT40 TDP1 no CPT: qHTS for Inhibitors of human tyrosyl-DNA phosphodiesterase 1 (TDP1): qHTS in cells in absence of CPT; DT40 Tdp1-/- hTDP1 cells, no CPT, ATP luminescence, 48 h; Potency, µM (doses to about 46.2 µM), for inactives: top-dose activity change, negative = growth inhibition, hits mostly inhibitors; 420,000 tested, 15% active; further: nearly all actives have a fitted effect of over 55% in size
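Readout: luminescence from CellTiter-Glo after 30 min in the dark at RT. Cells: DT40 Tdp1-/- with stable hTDP1, 400/well. Exposure: compounds alone, ≥48 hr, 37 °C.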
DT40 TDP1 CPT: growth inhibition of DT40 Tdp1-/-;hTDP1 cells with camptothecin (screen for TDP1 inhibitors) | chicken DT40 Tdp1-/-;hTDP1 cells + 20 nM CPT, ATP luminescence, 48 h | Potency, µM (series often up to 46.2 µM), inactives show at the top dose activity change, negative = growth inhibition, hits mostly inhibitors | 420,000 tested, 12% active; further: nearly all actives have a fitted effect of over 55% in size
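Chicken DT40 Tdp1-/- cells complemented with human TDP1, 400 cells/well, exposed to compounds plus 20 nM camptothecin for at least 48 h at 37 C; viability read as ATP content by CellTiter-Glo luminescence.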
* marks the source's active call; other numbers are inactive results; ? = inconclusive; nt = no result given; & = joins results of further samples. The call rests on the fitted dose curve; in most records, active means well fitted curve in the direction sought with a large enough effect; inconclusive means small, poorly fitted or top-dose-only effect, or another doubt; inactive means no such curve, though single readings can be large; an effect the other way counts as inactive or inconclusive. On the % scale 0 is the no-effect control and ±100 the full control effect; potency means the concentration at half of the fitted maximal effect.

Structure | TDP1 inh | DT40 TDP1 CPT | DT40 TDP1 no CPT
O=C1CC(N2C(=O)/C(=C/C=C/c3ccccc3)SC2=S)C(=O)N1c1ccccc1 (stereo not drawn) | 11% | 13µM* | 13µM*
N#CC1=C(N)Oc2cc(N)ccc2C1c1cccnc1 (stereo not drawn) | 0% | ? | 16µM*
COc1ccc(Br)cc1CNC(=O)c1cc(=O)[nH]c2ccc(S(=O)(=O)N3CCCC3)cc12 | 5% | 0% | -7%
COC(=O)c1c(NC(=O)c2cnccn2)sc2c1CCC2 | -4% | -1% | ?
Cc1cc(C)n(CC(O)COc2ccc3ccccc3c2)n1 (stereo not drawn) | -2% | -19% | ?
COC(=O)c1ccc(OCCn2cnc3ccccc3c2=O)cc1 | -2% | -14% | -8%
CCc1cccc(NC(=O)Nc2ccc3c(c2)N(C)C(=O)c2ccccc2S3)c1 | 9% | ? | 23µM*
O=C(Nc1ccccc1C(=O)Nc1ccc(Br)cn1)c1cccc([N+](=O)[O-])c1 | nt | ? | ?
O=[N+]([O-])/C(C(=C(Cl)Cl)N1CCOCC1)=C1\NCCO1 | 6% | 1% | -5%
CC(=O)Nc1ccc(NC(=O)CCn2nnc3ccccc32)cc1 | 6% | ? | 23µM*
CCO[C@H]1OC(C(=O)NCc2ccccc2)=C[C@@H](c2ccc3c(c2)OCO3)[C@@H]1CCCO | 1% | ? | ?
CC1CCc2sc(NC(=O)C3CC(Cl)=CCC3C(=O)O)c(C#N)c2C1 (stereo not drawn) | 1% | 1% | -2%
Cc1ccc(NC(=O)c2ccc(NC(=O)N3CCSc4ncccc43)cc2)cc1Cl | 3% | 16µM* | 12µM*
CN(C)c1c(F)cc(-c2nn[nH]n2)cc1F | 6% | -28% | -29%
O=c1cccc2n1Cc1cc3ccccc3nc1-2 | 5% | ? | ?
Cc1ccc2oc(=O)c3cc(C(=O)Nc4ccccc4C(N)=O)sc3c2c1 | 1% | 8% | 2%
Cc1ccc(-n2nc(C)c(C3(O)C(=O)N(C)c4ccccc43)c2N)cc1 (stereo not drawn) | -8% | ? | ?
COc1ccc(OC)c(NC(=O)CCNS(=O)(=O)c2ccc3c(c2)c(=O)n(C)c(=O)n3C)c1 | -4% | 1% | 3%
N/C(=N\OC(=O)Cc1ccc(-c2ccccc2)cc1)c1ccccn1 | -3% | -27% | ?
CCCCNc1oc(-c2cccs2)nc1S(=O)(=O)c1ccccc1 | -1% | -11% | ?
CC(=O)c1c(C)[nH]c(C(=O)N2CCN(S(=O)(=O)c3ccc(F)c(F)c3)CC2)c1C | 1% | 0.23µM* | ?
Cn1c(=O)n(C)c2cc(S(=O)(=O)NCc3ccco3)ccc21 | 3% | -1% | ?
COC(=O)c1sc(N2C(=O)C(O)=C(C(=O)c3ccc(C)o3)C2c2ccc(F)cc2)nc1C (stereo not drawn) | -3% | -13% | -28%
CC(=O)C1=C(C)OC(N)=C(C#N)C1c1cc2cc(C)c(C)cc2nc1Cl (stereo not drawn) | 6% | -3% | -17%
Cc1noc(C)c1C(=O)OC(C)C(=O)N1CCc2ccccc21 (stereo not drawn) | -1% | -17% | ?
N/C(=N\OC(=O)c1cccc(F)c1)c1cccc([N+](=O)[O-])c1 | nt | -10% | -5%
CC(C)Cn1c(N)c(C(=O)COC(=O)C2CCCN2C(=O)c2cccs2)c(=O)n(C)c1=O (stereo not drawn) | -2% | ? | ?
Cn1cccc1Cc1nnc(SCC(=O)NCCc2ccccc2)n1C | 0% | 2% | -1%
Cc1ccc(OCc2ccc(C(=O)Nc3ccc(C(N)=O)cc3)o2)c([N+](=O)[O-])c1 | -12% | ? | ?
COc1ccc(NC(=O)C2CC3C=CC2C3)c([N+](=O)[O-])c1 (stereo not drawn) | nt | -8% | -7%

Later entries:
Structure | TDP1 inh | DT40 TDP1 CPT | DT40 TDP1 no CPT
C[C@H](NS(=O)(=O)c1ccc(Cl)cc1)C(=O)OCC(=O)N1CCOCC1 | 0% | -10% | 24%
Cc1cc(C(=O)NC2CCCC(C)C2C)c2ccccc2n1 (stereo not drawn) | nt | ? | ?
CC(=O)Nc1cccc(-c2ccnc3c2CC(C)(C(=O)Nc2ccc(Cl)cc2)O3)c1 (stereo not drawn) | nt | 1.6µM* | 4.1µM*
CC(C)CC(C)c1cc(N)nc2nc3ccccc3n12 (stereo not drawn) | -3% | ? | ?
CN(C)C(=O)Nc1cnc2ccccc2c1 | -7% | -3% | -7%
CCCCCOc1ccc(C2C(C(C)=O)=C(C)Nc3ncnn32)cc1OC (stereo not drawn) | 7% | -30% | ?
Cc1ccccc1CNC(=O)C(=O)NCC1CCCN1S(=O)(=O)c1ccccc1 (stereo not drawn) | nt | ? | ?
O=C(Cc1ccccc1)Nc1ccc(-c2nnc(-c3ccco3)o2)cc1 | -5% | -20% | -7%
COC(=O)[C@@H]1C[C@H]2CC[C@H](O)C[C@H]2N1Cc1ccc(C(F)(F)F)cc1 | 11%&-1% | ? | -25%
Cc1ccc(C)c(NC(=O)Cn2c(=O)n(Cc3ccc4c(c3)OCO4)c(=O)c3oc4ccccc4c32)c1 | 5% | 2.9µM* | 2.9µM*
Cc1cc(C)c(NC(=O)C2CCCN(S(=O)(=O)c3c(C)noc3C)C2)c(C)c1 (stereo not drawn) | 5% | ? | ?
CCN(CC)c1ccc(NC(=O)COC(=O)C2CCN(c3ccc(C(F)(F)F)cn3)CC2)cc1 | -1% | -19% | -15%
Cc1ccc2nc(NC(=O)CCCc3nc4ccccc4s3)sc2c1 | 8% | ? | ?
CCOC(=O)[C@]12CCCC=C1N(Cc1ccc(Cl)cc1Cl)C(=O)[C@H](CC(=O)NCCCOC)C2 | nt | ? | 16µM*
Cc1ccc(OCC(=O)N2CCCCC2)c(Br)c1 | 4% | -3% | -4%
CN1CCC(NC(=O)Nc2ccc(Br)cc2)CC1 | -1% | -15% | ?
CCCCCCCCN1C(=O)[C@H](CC(=O)NCCC(C)C)C[C@@]2(C(=O)OCC)CCC=C12 | nt | 21µM* | 21µM*
Cc1c(C#N)c(N)nc(Cl)c1C#N | 6% | -28% | ?
Cc1nn(C)cc1C(C)Nc1nc2nonc2nc1N1CCCCC1 (stereo not drawn) | -5% | -8% | -6%
O=C(Nc1ccc(Cl)cc1Cl)[C@@H]1CC=C[C@@H]2CCN(Cc3ccccc3)C(=O)[C@@H]21 | nt | 10µM* | ?
CC1CCN(c2ccc([N+](=O)[O-])cc2C(N)=O)CC1 | -1% | -6% | ?
O=C(Cc1cccs1)OCC(=O)c1ccco1 | nt | -14% | -16%
Cc1ccc([N+](=O)[O-])cc1N | 9%&12% | 0% | 6%
CCC(=O)N1CCN(c2ccc(NC(=O)COc3ccc(CC)cc3)cc2)CC1 | -1% | -19% | 21µM*
N#Cc1nc(-c2ccc(OCc3ccc(Cl)cc3)cc2)oc1N1CCCCCC1 | 5% | ? | ?
CCN(CC)c1ccc(/C=N/NS(=O)(=O)c2ccc(C)c([N+](=O)[O-])c2)cc1 | 3% | -23% | ?
CCc1ccc(NC(=O)C2CCCN(S(=O)(=O)c3cccc4cccnc34)C2)cc1 (stereo not drawn) | 1% | 18µM* | 16µM*
COc1ccc(CCN2CC(C(=O)N(C)Cc3ccccc3OC)CCC2=O)cc1 (stereo not drawn) | 4% | ? | -19%
Oc1c(Br)cc(Br)cc1/C=N/Nc1ccc(Cl)nn1 | nt | ? | 2.9µM*
CSCCNCc1c(C(=O)N2CCOCC2)nc2c(C)cccn12 | -1% | -3% | ?

Sorted by number of heavy atoms (largest number first): 3 of the compounds above
Structure | TDP1 inh | DT40 TDP1 CPT | DT40 TDP1 no CPT
Cc1ccc(C)c(NC(=O)Cn2c(=O)n(Cc3ccc4c(c3)OCO4)c(=O)c3oc4ccccc4c32)c1 | 5% | 2.9µM* | 2.9µM*
COc1ccc(CCN2CC(C(=O)N(C)Cc3ccccc3OC)CCC2=O)cc1 (stereo not drawn) | 4% | ? | -19%
C[C@H](NS(=O)(=O)c1ccc(Cl)cc1)C(=O)OCC(=O)N1CCOCC1 | 0% | -10% | 24%

Additional results follow:
Structure | TDP1 inh | DT40 TDP1 CPT | DT40 TDP1 no CPT
C=CCn1c(SCC(=O)c2[nH]c(C)c(C(=O)OCC)c2C)nc2scc(-c3ccccc3)c2c1=O | -2% | 12µM* | 16µM*
CCOc1ccc(CNCCSc2nnnn2C)cc1 | -6% | 4% | 2%
COc1ccc(Cl)cc1NC(=O)C(=O)NCc1ccncc1 | 3% | -16% | -27%
C/C(=N/NC(=O)C1CCCN1C(=O)c1ccc([N+](=O)[O-])cc1)c1ccc(Br)cc1 (stereo not drawn) | 7% | ? | ?
CCN(CC)c1ccc(NC(=S)NCC2CCCO2)cc1 (stereo not drawn) | 0% | ? | ?
CCOc1cc(NC(=S)Nc2ccc(Cl)cc2)c(OCC)cc1NC(C)=O | -4% | -28% | ?
CC(C)c1cc(CNC(=O)CCc2nnc(CCCCc3ccccc3)o2)on1 | nt | -18% | 3%
COc1ccc(-c2ccc(=O)n(CC(=O)NCCc3ccccc3)n2)cc1 | 3% | 8% | -2%
O=C1CN(C(=O)COc2c(Cl)cccc2Cl)c2ccccc2N1 | -10% | -15% | -20%
O=C(c1ccc(Br)o1)N1CCN=C1SCc1cccnc1 | 4% | ? | -13%
C=CCN1C(=O)C(Cc2ccc(Br)cc2)S/C1=N\N=C\c1ccco1 (stereo not drawn) | 3% | -16% | ?
COc1ccccc1OCCNC(=O)c1ccccc1OCc1c(C)noc1C | 1% | -18% | -22%
Nc1nc(-c2ccc(Cl)cc2)nc(-c2ccc(Cl)cc2)n1 | nt | -30% | -8%
CCOC(=O)c1ccc(NC(=O)CN2C(=O)COc3ccc(Cl)cc32)cc1 | 1% | 13µM* | 16µM*
CC(C)c1cc(C(=O)N2CCCC(N3CCN(c4ccccc4F)CC3)C2)nc(N)n1 (stereo not drawn) | 3% | 1% | 3%
Cc1cc(C)c(OCC(=O)NCCCn2nc(C)cc2C)c(C)c1 | 1% | ? | ?
O=C(Oc1ccc(N(C(=O)c2ccncc2)S(=O)(=O)c2ccc(Cl)cc2)cc1)c1ccncc1 | 3% | ? | -29%
CC1(c2cc(F)ccc2F)NC(=O)N(CC(=O)Nc2cccc(S(=O)(=O)N3CCCC3)c2)C1=O (stereo not drawn) | 0% | ? | ?
CCOc1ccc(OCc2ccc(C(=O)NC(C)(C)C)o2)cc1 | 6% | 7.3µM* | ?
Nc1ccn(CCCNCC(c2ccccc2)c2ccccc2)c(=O)n1 | nt | 1% | -26%
Cc1ccc(C(=O)c2cnc3cc4c(cc3c2S(=O)(=O)c2ccccc2)OCCO4)cc1 | 1% | 18µM* | 23µM*
O=C1CC(SCc2nc3ccccc3[nH]2)C(=O)N1c1cccc(Cl)c1 (stereo not drawn) | nt | ? | 13µM*
COc1ccc(S(=O)(=O)NC(C)C(=O)Nc2ccccc2F)cc1 (stereo not drawn) | 5% | 5% | -2%
Cc1ccc(S(=O)(=O)c2cccc(S(=O)(=O)N3CCCC3)c2)cc1S(=O)(=O)N1CCCC1 | -2% | 21µM* | 18µM*
Oc1oc(-c2ccccc2)nc1C=NCc1ccccc1 | 4% | -3% | -9%
Cc1ccc(S(=O)(=O)N(CC(=O)Nc2cccc([N+](=O)[O-])c2)C2CCCCC2)cc1 | 9% | -24% | ?
CCOCCn1c(SCC)nc2c1c(=O)[nH]c(=O)n2C | 2% | -4% | -9%
O=C(Nc1ccc(NC(=O)c2cccs2)cc1)c1cccnc1 | 2% | -19% | -24%

Filtered by structure, the entries above containing a nitro group on carbon (10)
Structure | TDP1 inh | DT40 TDP1 CPT | DT40 TDP1 no CPT
O=C(Nc1ccccc1C(=O)Nc1ccc(Br)cn1)c1cccc([N+](=O)[O-])c1 | nt | ? | ?
O=[N+]([O-])/C(C(=C(Cl)Cl)N1CCOCC1)=C1\NCCO1 | 6% | 1% | -5%
N/C(=N\OC(=O)c1cccc(F)c1)c1cccc([N+](=O)[O-])c1 | nt | -10% | -5%
Cc1ccc(OCc2ccc(C(=O)Nc3ccc(C(N)=O)cc3)o2)c([N+](=O)[O-])c1 | -12% | ? | ?
COc1ccc(NC(=O)C2CC3C=CC2C3)c([N+](=O)[O-])c1 (stereo not drawn) | nt | -8% | -7%
CC1CCN(c2ccc([N+](=O)[O-])cc2C(N)=O)CC1 | -1% | -6% | ?
Cc1ccc([N+](=O)[O-])cc1N | 9%&12% | 0% | 6%
CCN(CC)c1ccc(/C=N/NS(=O)(=O)c2ccc(C)c([N+](=O)[O-])c2)cc1 | 3% | -23% | ?
C/C(=N/NC(=O)C1CCCN1C(=O)c1ccc([N+](=O)[O-])cc1)c1ccc(Br)cc1 (stereo not drawn) | 7% | ? | ?
Cc1ccc(S(=O)(=O)N(CC(=O)Nc2cccc([N+](=O)[O-])c2)C2CCCCC2)cc1 | 9% | -24% | ?
